Compound activity: PubChem BioAssay, Sanford-Burnham Center for Chemical Genomics
ER stress death: ER stress cell death inhibition | CSM14.1 thapsigargin ER stress survival, ATP luminescence | relative survival (cellular ATP), % at 15 µg/mL (by protocol) | actives 0.33% (n = 48,000);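 active = survival measured by cellular ATP above 50% at 15 µg/ml in the first screen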;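 also: cell death triggered by about 15 µM thapsigargin; ATP read 24 h after thapsigargin was added; plate controls were thapsigargin with DMSO for no effect and DMSO without thapsigargin for full effect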
* hit, by the source's call.

SMILES	ER stress death
C=COCCNC(=O)C(=O)Nc1ccc(CC)cc1	-1
O=C(/C=C/c1ccccc1)Nc1nnc(-c2cccs2)s1	1
CCN(CC)CCCNC(=O)c1cc([N+](=O)[O-])ccc1Cl	3
O=C(O)CN1C(=O)c2cccc3c(I)cc(Br)c1c23	10
CS(=O)(=O)N1CCN(c2ccc(Cl)cc2[N+](=O)[O-])CC1	-1
COCCNC(=O)c1ccc([N+](=O)[O-])cc1Cl	4
O=C(C1CCCCC1)N1CCN=C1c1ccccc1	-1
CCOc1cccc(C2CC(=O)Nc3c2ccc2ccccc32)c1 (stereo not drawn)	-1
O=C(Nc1ccccc1CO)c1cccc(F)c1	6
O=C(Nc1ncccc1Cl)c1ccccc1F	1
COc1ccccc1NC(=O)Cc1ccccc1[N+](=O)[O-]	-1
CCN(/C=N/c1sc2c(c1C#N)CCCC2)CC	2
CC(=O)Oc1ccc(/C=C(/NC(=O)c2ccccc2)C(=O)NCCO)cc1	2
CC1=NN(C(=O)CSc2ccccn2)C(C)(O)C1 (stereo not drawn)	4
N=C1S/C(=C\c2ccc(-c3ccccc3C(=O)O)o2)C(=O)N1c1ccc2c(c1)OCO2	-11

The last 14 compounds of the section above are carried over, then new ones follow:
SMILES	ER stress death
O=C(/C=C/c1ccccc1)Nc1nnc(-c2cccs2)s1	1
CCN(CC)CCCNC(=O)c1cc([N+](=O)[O-])ccc1Cl	3
O=C(O)CN1C(=O)c2cccc3c(I)cc(Br)c1c23	10
CS(=O)(=O)N1CCN(c2ccc(Cl)cc2[N+](=O)[O-])CC1	-1
COCCNC(=O)c1ccc([N+](=O)[O-])cc1Cl	4
O=C(C1CCCCC1)N1CCN=C1c1ccccc1	-1
CCOc1cccc(C2CC(=O)Nc3c2ccc2ccccc32)c1 (stereo not drawn)	-1
O=C(Nc1ccccc1CO)c1cccc(F)c1	6
O=C(Nc1ncccc1Cl)c1ccccc1F	1
COc1ccccc1NC(=O)Cc1ccccc1[N+](=O)[O-]	-1
CCN(/C=N/c1sc2c(c1C#N)CCCC2)CC	2
CC(=O)Oc1ccc(/C=C(/NC(=O)c2ccccc2)C(=O)NCCO)cc1	2
CC1=NN(C(=O)CSc2ccccn2)C(C)(O)C1 (stereo not drawn)	4
N=C1S/C(=C\c2ccc(-c3ccccc3C(=O)O)o2)C(=O)N1c1ccc2c(c1)OCO2	-11
CC(C)Oc1ccc(CCc2n[nH]c(=S)n2-c2ccccc2)cc1	-6
Cc1ccc(NC(=O)c2ccc(-c3cccc(Cl)c3)o2)c([N+](=O)[O-])c1	0
O=C(COc1ccccc1)NCCc1ccccc1	3
CCOc1ccc(-c2cc(C)n3nc(C(=O)N(C)Cc4ccccc4)cc3n2)cc1	-4
Cc1ccc(-c2csc(NC(=O)C34CC5CC(CC(C5)C3)C4)n2)cc1	16
CCCCc1ccc(C(=O)NNC(=O)c2ccccc2C)cc1	3
CC(NCc1ccc2c(c1)OCO2)C12CC3CC(CC(C3)C1)C2 (stereo not drawn)	-5
O=C(CCCOc1ccccc1)Nc1ccc2c(c1)OCO2	10
COc1ccc(C(C)=O)cc1N1C(=O)C2C3C=CC(C3=C(c3ccccc3)c3ccccc3)C2C1=O (stereo not drawn)	77*
O=c1[nH]c(/C=C/c2ccc(OCc3ccccc3)cc2)c([N+](=O)[O-])c(=O)[nH]1	3
Cc1ccccc1-c1noc(-c2ccc(C(C)(C)C)cc2)n1	-1
CCOC(=O)C1=C(O)/C(=C\c2ccccc2Cl)N=C1C	3
COC(=O)C1=C(C)N(C)C(C)=C(C(=O)OC)C1c1ccccc1Br	-2
O=C1C(=O)N(Cc2ccccc2)C2C=CC=CC12 (stereo not drawn)	-2
O=C(COc1ccccc1[N+](=O)[O-])N=Nc1c(O)[nH]c2ccccc12	5

4 of the compounds above, as comma-separated lines.
SMILES,ER stress death
CCOc1ccc(-c2cc(C)n3nc(C(=O)N(C)Cc4ccccc4)cc3n2)cc1,-4
Cc1ccc(-c2csc(NC(=O)C34CC5CC(CC(C5)C3)C4)n2)cc1,16
CCCCc1ccc(C(=O)NNC(=O)c2ccccc2C)cc1,3
CC(NCc1ccc2c(c1)OCO2)C12CC3CC(CC(C3)C1)C2 (stereo not drawn),-5

Additional structures
SMILES	ER stress death
COc1ccc2c(c1)-c1c(ssc1=Nc1ccc(S(=O)(=O)NC(C)=O)cc1)C(C)(C)N2	5
Cc1c(NC(=O)COc2ccc(Cl)cc2)cccc1[N+](=O)[O-]	4
Cc1ccc(N(CC(=O)Nc2ccccc2F)S(=O)(=O)c2ccc(F)cc2)cc1	7
O=C(NCCCn1ccnc1)Nc1ccc(Cl)c(Cl)c1	-6
O=C(NC(NC(=S)Nc1ccc(F)cc1)C(Cl)(Cl)Cl)c1ccc(F)cc1 (stereo not drawn)	0
Cc1ccc(/C=C2\SC(=S)N(c3cccc(C)c3C)C2=O)cc1	2
O=C(Nc1ccc2oc(-c3cccnc3)nc2c1)c1ccc([N+](=O)[O-])cc1Cl	2
O=C(/C=C/c1ccccc1)NCCOC(=O)Nc1ccccc1	3
CCOCCOC(=O)c1ccc(NC(=O)c2cc(OC)c(OC)c(OC)c2Br)cc1	8
COc1cccc(NC(=O)C(=O)N/N=C/c2ccc(C(=O)O)cc2)c1	-10
COc1ccc(-c2cc(-c3ccccc3)[nH]c(=O)n2)cc1OC	2
N#C/C(=C/c1cccc(C(F)(F)F)c1)C(=O)Nc1ccc(Cl)cc1	-1
CC1(C(=O)O)CC(=O)N=C2C=CC=CN21 (stereo not drawn)	9
CC(=O)N/C(=C\c1ccccc1)C(=O)NCC(=O)O	7
O=C(COc1ccc(Cl)cc1Cl)N1CCC(Cc2ccccc2)CC1	4
NC(=O)CSc1nc2ccc(NC(=O)c3ccccc3)cc2s1	-2
CCNC(=O)N1c2cc(C)ccc2C(C)=CC1(C)C	2
CCCN(c1ccccc1C)S(=O)(=O)c1ccc(Cl)cc1	6
CC(C)c1cccc(C(C)C)c1OCCCCN1CCOCC1	-6
Cc1ccccc1-c1nc2cc(NC(=O)c3cccc4ccccc34)ccc2o1	0
Nc1nnc(SCC(=O)NCc2ccccc2)s1	15
Cc1cc(NC(=O)c2ccco2)ccc1NC(=O)c1ccccc1	9
O=C(Nc1ncccc1Cl)C1CC1c1ccccc1 (stereo not drawn)	8
Cc1ccc(C(=O)N/C(=C\c2ccc(Cl)cc2)C(=O)NCc2ccncc2)cc1	1
O=C1ON=C(c2ccc(Cl)cc2)/C1=C/c1ccccc1Cl	-3
CCOC(=O)/C=C(\C)N1N=C(c2ccccc2)CC1c1ccccc1[N+](=O)[O-] (stereo not drawn)	8
CC/C(=C/C(=O)c1ccncc1)Nc1ccc(O)cc1	6
CC(=O)Nc1cc(-c2ccc(Br)cc2)nn1Cc1ccccc1	-3
CCOc1ccc(N(CC(=O)NCCSCc2ccc(Cl)cc2)S(C)(=O)=O)cc1	12
NC1=NC2(CCCC2)N=C(Nc2cccc3ccccc23)N1	-4
Cc1cc(C)cc(NC(=O)CSc2nc(C)cc(C)n2)c1	13
O=C(O)c1cccc(C(=O)c2ccc3c(c2)C(=O)N(c2cccnc2)C3=O)c1	-3
O=C(CSc1nc2ccccc2o1)c1ccc2c(c1)Cc1ccccc1-2	2
Cc1cccc(COc2ccc3c(c2)oc(=O)c2ccccc23)c1	11
O=C(Nc1ccc(NC(=O)c2ccc(Cl)c(S(=O)(=O)N3CCOCC3)c2)cc1)c1ccccc1	6
COc1cc(/C=N/n2cnnc2)cc(I)c1O	4
COC(=O)C1=C(C)N(C)C(C)=C(C(=O)OC)C1c1cccc(Oc2ccccc2)c1	-4
CCOC(=O)C1=C(C)N=c2s/c(=C\c3cc(Br)ccc3O)c(=O)n2C1c1ccc(OC)cc1 (stereo not drawn)	2
CCOc1ccc2nc(SCC(=O)Nc3ccc([N+](=O)[O-])cc3)sc2c1	-4
COC(=O)C1=C(C)N(C)C(C)=C(C(=O)OC)C1c1ccc(OC)c(OC)c1	2
Cn1nnc(NC(=O)c2ccccc2F)n1	-7
NC(=O)NC(c1ccccc1)c1ccc(Cl)cc1 (stereo not drawn)	0
Cc1cc2nc(-c3cc(NC(=O)COc4ccccc4[N+](=O)[O-])ccc3Cl)oc2cc1C	-4
CC(C)=NNc1nc2sc3c(c2c(=O)n1-c1ccc(C)cc1)CC(C)(C)OC3	5
COc1ccc(/C=C/C(=O)c2c(O)c(OC)c3occc3c2OC)cc1OC	-3
Cc1ccc(CSc2nnc(-c3ccco3)o2)c(C)c1	1
COc1ccc(OC)c(NC(=O)COc2ccc(C)c(C)c2)c1	11
CCOc1ccc(NC2=C(Cl)C(=O)N(c3ccccc3)C2=O)cc1	-4
CN(Cc1ccccc1)Cc1c(O)ccc2c3c(c(=O)oc12)CCC3	1
O=C(Nc1cccc([N+](=O)[O-])c1)c1cc(S(=O)(=O)Nc2ccc(F)cc2)ccc1Cl	2
CCCCOC(=O)c1ccc(NC(=O)C(C)(C)C)cc1	-4
Cc1ccc2[nH]c3c(c2c1)CCN(C)C3	-27
COc1cccc(C(=O)Nc2cccc3nsnc23)c1	9
C=CCOC(=O)C1=C(C)NC(C)=C(C(=O)OCC=C)C1c1cccs1	1
Cc1c(N=Cc2cc3c(cc2Cl)OCO3)c(=O)n(-c2ccccc2)n1C	9
Cc1cc(Cl)ccc1OCC(=O)O/N=C(\N)c1ccc(Br)cc1	-2
Cc1cc(C)c(NS(=O)(=O)c2cc(C)ccc2C)c(C)c1	-10
O=C(COc1ccc2ccccc2c1)N1CCN(S(=O)(=O)c2ccccc2)CC1	-1
Cc1c(-c2ccccc2)nc2ccccc2c1C(=O)Nc1ccc(F)cc1F	5
Cc1ccc(NC(=O)/C(=C/c2cccc([N+](=O)[O-])c2)NC(=O)c2ccccc2)c(Br)c1	-1
(next part)
SMILES	ER stress death
Brc1ccc(Nc2ccc3ccccc3n2)cc1	-3
CN(C)c1ccc(NC2=NC3(CCCCC3)N=C(N)N2)cc1	-3
Fc1ccc(NC(=S)Nc2ccc(Br)cc2)cc1	-4
COc1ccc(C/C(N)=N/OC(=O)c2ccco2)cc1OC	10
Cc1cc(Br)c(-c2ccc(/C=C3/NC(=S)NC3=O)o2)cc1C	4
Cc1sc(NC(=O)c2cccc([N+](=O)[O-])c2)c(C(N)=O)c1C	11
CC1=C(C(=O)N2CCOCC2)C(c2cccs2)NC(=O)N1 (stereo not drawn)	0
Cc1ccccc1NC(=O)c1ccc(NC(=O)c2ccco2)cc1	0
COc1cc([N+](=O)[O-])ccc1NC(=O)COc1ccc(Cl)cc1C	10
Cc1ccnc(NC(=O)C(C)Oc2cccc(Cl)c2)c1 (stereo not drawn)	-19
CC1=NNC(=O)C1CCC(=O)N/N=C(\C)c1cccc([N+](=O)[O-])c1 (stereo not drawn)	9
CC(=O)NC1=NN(C(C)=O)C(c2cccc(Cl)c2)S1 (stereo not drawn)	0
Cc1cccc(C(=O)Nc2sc3c(c2C(=O)N2CCN(C)CC2)CCCC3)c1	-2
O=[N+]([O-])c1ccccc1S(=O)(=O)Nc1ccc(Cl)c(C(F)(F)F)c1	0
COc1ccc(/C=C2/Sc3ccccc3C2=O)cc1	1
Cc1ccc(N2NC(=O)/C(=C/c3ccc(O)c(O)c3)C2=O)cc1	2
COc1cccc(/C=C2\SC(=S)N(C3CCCCC3)C2=O)c1O	-2
Cc1csc(N(CCC(N)=O)CCC(N)=O)n1	7
CCOC(=O)/C=C1/NC2(CCCC2)Cc2cc(OC)c(OC)cc21	-7
COc1ccc(/C=C/C(=O)Nc2cc3nn(-c4ccc(C)cc4)nc3cc2C)cc1	2
CCc1ncc(C(O)(c2ccccc2)c2ccc(C)cc2)n1C (stereo not drawn)	-7
CC(C)C(=O)Nc1cccc(-c2nc3ccccc3o2)c1	-2
Cc1nc(-c2ccccc2)nc(N/N=C/c2cccc(F)c2)c1C	1
O=[N+]([O-])c1ccc(-c2ccc(/C=N/Nc3nnc4c(n3)[nH]c3ccccc34)o2)cc1	11
Cn1c(O)c(C=NCC2(C)CC(O)CC(C)(C)C2)c(=O)n(C)c1=S (stereo not drawn)	10
C=CCn1c(=O)c(C(=O)Nc2cccc(C)c2)c(O)c2ccccc21	16
CCOC(=O)C(CCCOc1c(C)cc(Cl)cc1C)C(=O)OCC	-2
CC(C)COc1ccc(C(=O)Nc2ccccc2[N+](=O)[O-])cc1	2
N#C/C(=C/c1ccc(O)cc1)C(=O)Nc1cccc(Br)c1	2
COc1cccc(C(=O)N2CCN(C3CC4CCC3C4)CC2)c1 (stereo not drawn)	-3
NC(=O)c1ccc(NC(=O)c2ccccc2I)cc1	10
CCOC(=O)c1sc2nc(C)ccc2c1N	7
C=CCOC(=O)C1=C(C)NC(C)=C(C(=O)OCC=C)C1c1ccc(C(=O)OC)cc1	3
O=C(CSc1nc2ccccc2[nH]1)Nc1nc2ccccc2s1	12
N#C/C(=C\c1ccc(Cl)cc1)c1nc(C2CC2)cs1	21
O=C(Nc1ccc2ccccc2c1)c1ccccc1F	8
O=C(N/N=C/c1ccccc1)c1cc(Br)ccc1O	-14
O=C(/C=C/c1ccc2c(c1)OCO2)N1CCC(CN2C(=O)c3cccc4cccc(c34)C2=O)CC1	-2
Cc1cc(/C=N/n2cnnc2)c(C)n1-c1ccccc1	3
CC(=O)Oc1cc2ccccc2cc1-c1nc2n(n1)C(=O)CCS2	-2
CCN1CCN(c2nc(-c3ccc(Cl)cc3)nc3ccccc23)CC1	-6
O=C(Nc1ccc(OC(F)(F)F)cc1)c1ccc(Br)cc1	2
Cc1cccc(N2C(=O)/C(=C/c3ccc(I)cc3)SC2=S)c1	7
CC(C)C(=O)Nc1sc2c(c1C(=O)Nc1ccc(Br)cc1)CCC2	3
COC(=O)C1CC(=O)OC1c1ccccc1 (stereo not drawn)	-2
CC1=C(C(=O)OCC(C)C)C(c2ccc(OCc3ccccc3)cc2)C2=C(CCCC2=O)N1 (stereo not drawn)	7
c1ccc2c(N3CCCCC3)nc(-c3ccncc3)nc2c1	12
Cc1ccc(-n2c(C)cc(/C=C3\NC(=O)NC3=O)c2C)cc1C	-4
CCCCOc1ccc(C(=O)Nc2ccc(-c3nc4ncccc4o3)cc2)cc1	3
CC(C)COc1ccc(C(=O)N/C(=C/c2ccc3c(c2)OCO3)C(=O)O)cc1	-3
COc1ccc(C(O)(C(=O)NCc2ccc(N(C)C)cc2)c2ccc(OC)cc2)cc1	1

The list is partial; rates above refer to the full screens.
